KB-V1 MDR tox – qHTS assay for MDR1-selective chemotherapeutics: Primary screen using the drug-selected MDR subline cells KB-V1; KB-V1 MDR cells viability, CellTiter-Glo, 72 h; Potency, µM (series often up to 46.1 µM), inactives show at the highest dose activity change, negative = cytotoxicity, most hits filed as cytotoxic; 400,000 tested, 3.4% active; AID 1347076, 2019; further: potency means the concentration at half of the fitted maximal effect; on the % scale 0 is the no-effect control and ±100 the full control effect; nearly all actives have a fitted effect of over 60% in size
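In this primary screen, KB-V1 cells overexpressing P-gp are incubated with library compounds (lowest to highest concentration) for 72 h at 37 degrees C before a luminescent ATP viability read.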
D3 ag – qHTS of D3 Dopamine Receptor Agonist: qHTS; D3R DiscoveRx beta-arrestin cells, luminescence, 90 min; max activation, %; 410,000 tested, 0.58% active; in the data active means max activation above about 30%; further: 0% is about no effect; mostly tested at two doses, the higher about 12 µM
Target sequence (P35462 whole entry, looked up): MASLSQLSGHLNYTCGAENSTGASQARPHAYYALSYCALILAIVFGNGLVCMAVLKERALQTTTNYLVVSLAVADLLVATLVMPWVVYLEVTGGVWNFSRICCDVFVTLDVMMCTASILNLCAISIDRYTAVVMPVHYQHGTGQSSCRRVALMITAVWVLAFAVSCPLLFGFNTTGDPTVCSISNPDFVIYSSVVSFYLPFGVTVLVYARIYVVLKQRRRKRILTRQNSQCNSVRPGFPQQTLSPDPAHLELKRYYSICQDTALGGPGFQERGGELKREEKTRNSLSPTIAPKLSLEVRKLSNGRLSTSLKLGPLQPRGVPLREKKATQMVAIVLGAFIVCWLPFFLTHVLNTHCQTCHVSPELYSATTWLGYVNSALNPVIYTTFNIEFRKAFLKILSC
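Agonist mode: compounds and dopamine controls were applied to plated cells for 90 min at 37 degrees C after an overnight attachment at 1500 cells/well. Luminescent read-out followed 30 - 60 minutes at room temperature with DiscoveRx detection reagent.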
KB-3-1 tox – qHTS assay for MDR1-selective chemotherapeutics: Primary screen using the parental adenocarcinoma cell KB-3-1 | KB-3-1 viability, CellTiter-Glo ATP luminescence, 72 h | Potency, µM (top dose mostly 46.1 µM), inactives show at the top dose activity change, negative = cytotoxic, actives largely listed as cytotoxic | 400,000 tested, 1.4% active; further: potency means the concentration at half of the fitted maximal effect; on the % scale 0 is the no-effect control and ±100 the full control effect; nearly all actives have a fitted effect of over 60% in size
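Parental KB-3-1 viability, qHTS format: 72 h compound exposure, 37 °C; CellTiter-Glo; media-only wells and DMSO plates as controls; concentration-effect fits on corrected data.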
* marks the source's active call; other numbers are inactive results; ? = inconclusive. Unless noted, the call rests on the fitted dose curve; in most records, active means well fitted cell-killing curve with a large enough effect; inconclusive means small, poorly fitted or top-dose-only effect, or effect the other way; inactive means flat fitted curve, though single readings scatter. The list is partial; count on the stated rates, not on these rows.

molecule	KB-V1 MDR tox	D3 ag	KB-3-1 tox
CCOc1ccc(NC(=O)Cn2cc(S(=O)(=O)NC)c(S(=O)(=O)NC)c2)cc1	6%	-14	4%
Cc1ccccc1-c1nc(SCC(=O)NCC2CCCO2)c2c(=O)n(C)c(=O)n(C)c2n1 (stereo not given)	3%	-8	13%
O=C(NC1CCCCC1)c1ccc(CSc2nc3ccncc3n2Cc2ccccc2)cc1	8%	-3	0%
O=C(NCCCc1nc2ccccc2n1Cc1c(F)cccc1Cl)C1CCCCC1	-7%	-9	0%
Cc1ccc(Cn2cc(S(=O)(=O)c3ccc(Cl)cc3)c(=O)c3cc4c(cc32)OCO4)cc1	-13%	-9	-3%
O=C1Nc2c(c(=O)[nH]c(=O)n2-c2ccc(Cl)cc2)C1(NS(=O)(=O)c1ccccc1)C(F)(F)F (stereo not given)	?	2	14%
O=C(NCc1ccccc1Cl)c1ccc2nc(Cc3ccccc3)oc2c1	16%	3	12%
CC1CCCN(c2csc3ccc(F)cc3c2=O)C1 (stereo not given)	12%	5	1%
O=S(=O)(c1ccc(Br)cc1)c1nc(-c2ccco2)oc1SCc1ccccc1Cl	7%	-5	?
COc1ccc(C(=O)Nc2cc(-c3nc4ncccc4o3)ccc2C)cc1Br	3%	6	3%
CCCCN(C)CCNC(=O)c1nn(-c2ccc(OC)c(Cl)c2)c(=O)c2c1c1ccccc1n2C	0%	-6	2%
COc1ccc(CCNC(=O)c2cc(-c3ccc(C)cc3)nc3n[nH]c(-c4ccccc4)c23)cc1OC	?	74*	2%

Part of the list above, as labelled records.
> O=C1Nc2c(c(=O)[nH]c(=O)n2-c2ccc(Cl)cc2)C1(NS(=O)(=O)c1ccccc1)C(F)(F)F (stereo not given)
  KB-V1 MDR tox: ? | D3 ag: 2 | KB-3-1 tox: 14%

> O=C(NCc1ccccc1Cl)c1ccc2nc(Cc3ccccc3)oc2c1
  KB-V1 MDR tox: 16% | D3 ag: 3 | KB-3-1 tox: 12%

> CC1CCCN(c2csc3ccc(F)cc3c2=O)C1 (stereo not given)
  KB-V1 MDR tox: 12% | D3 ag: 5 | KB-3-1 tox: 1%

> O=S(=O)(c1ccc(Br)cc1)c1nc(-c2ccco2)oc1SCc1ccccc1Cl
  KB-V1 MDR tox: 7% | D3 ag: -5 | KB-3-1 tox: ?

The list goes on.
molecule	KB-V1 MDR tox	D3 ag	KB-3-1 tox
CC(=O)c1cccc(NC(=O)Cn2c(SCC(=O)Nc3ccc(F)cc3)nc3ccccc32)c1	16%	-8	-1%
Cc1oc2c(cc(NS(=O)(=O)c3ccc(Cl)cc3)c3ccccc32)c1C(=O)OCc1ccccc1	1%	5	-5%
COc1ccc(Cn2c(CO)cnc2SCc2ccccc2C)cc1	8%	-3	1%
CCCCn1c(=O)n(-c2cc(OC)ccc2OC)c(=O)c2c3c(sc21)CN(C(C)=O)CC3	?	-8	-4%
CCc1ccccc1N1CC(c2nnc(NC(=O)c3ccco3)s2)CC1=O (stereo not given)	7%	-2	1%
Cc1nc2c(C(=O)NCCC(C)C)cnn2c(C)c1Cc1c(F)cccc1Cl	?	-6	-1%
CCc1ccc(NC(=O)C2CCN(S(=O)(=O)c3cccc(-c4noc(C)n4)c3)CC2)cc1	-6%	-10	5%
COC(=O)c1ccccc1NC(=O)CSc1nc(-c2ccccc2)cc(C(F)(F)F)n1	-18%	0	-29%
CCn1ccc2cc(S(=O)(=O)N3CCC(C(=O)NCCc4ccccc4)CC3)ccc21	-8%	1	2%
CCc1ccc(NC(=O)CN(Cc2ccccc2)S(=O)(=O)c2ccc3nc(C)sc3c2)cc1	-13%	-6	2%
Cc1ccc(CCNC(=O)c2sc3ncccc3c2-n2cccc2)cc1	17%	7	1%
O=C(CSc1nc(-c2ccc(Cl)cc2)nc2c1Cc1ccccc1O2)N1CCCCC1	?	2	1%
O=C(Cc1ccc(F)cc1)NCCc1csc(-c2cccc(F)c2)n1	10%	3	7%
O=C(CCS(=O)(=O)c1cc(Br)cc2c1N(C(=O)C1CC1)CC2)N1CCN(c2cccc(Cl)c2)CC1	?	-10	21%
CCOc1ccc(CNC(=O)CCn2nc(C)c3c(C)n(-c4ccccc4)nc3c2=O)cc1	-22%	-21	0%
Cc1ccc(C)c(CSc2ccc3nnc(CCNS(=O)(=O)c4ccccc4)n3n2)c1	9%	5	-8%
Cc1ccc(C(=O)NCc2ccccc2)cc1NC(=O)c1nsc2ccccc12	?	3	?
O=C(Cn1ncc2c3ccccc3n(Cc3ccccc3)c2c1=O)Nc1ccccc1C(F)(F)F	-7%	6	8%
Cc1ccc(NC(=O)c2c(Nc3ccccc3C)sc(C(=O)c3ccccc3)c2N)cc1	-20%	5	?
Cc1ccc(-n2c(=O)[nH]c3cc(C(=O)NCCc4ccccc4)ccc3c2=O)cc1	0%	9	3%
CCOc1ccccc1NC(=O)CSC1=Nc2ccccc2C2=NC(CC(=O)NC3CCCCC3)C(=O)N12 (stereo not given)	5%	8	9%
CCC(C(=O)NCc1ccccc1OC)n1nc(C)n2c(cc3sccc32)c1=O (stereo not given)	13%	6	16%
CC(=O)Nc1nonc1-c1nnc(SCC(=O)Nc2c(C)cccc2C)n1-c1ccccc1	-6%	5	3%
O=C(NC1CCCCCC1)C1c2ccccc2C(=O)N1Cc1ccccc1Cl (stereo not given)	-7%	9	-2%
Cc1ccc(Cl)cc1-n1ncc2c(NCCCc3ccccc3)ncnc21	?	2	?
COc1ccc(NC(=O)C2CCCN(S(=O)(=O)c3ccc(F)cc3)C2)cc1 (stereo not given)	7%	-12	-1%
CCOC(=O)c1c(C)oc2nc(C)nc(Nc3cc(C)ccc3OC)c12	?	0	4%
CCC(=O)Nc1sc2c(c1C(=O)Nc1ccc(Br)cc1)CCCCC2	-12%	3	-21%
O=C(COCc1cc(-c2ccc(F)cc2)on1)Nc1cc(Cl)ccc1O	4%	18	7%
CCc1cccc(NC(=O)Cn2c(=O)n(CCCCCC(=O)NCc3ccc(F)cc3)c(=O)c3sccc32)c1	17%	-9	-14%
O=C(Nc1ccc2oc(-c3cccc4c(Br)cccc34)nc2c1)c1ccc(Br)cc1	2%	-2	17%
CCOc1ccccc1NC(=O)Nc1nnc(N2CCCCCC2)s1	10%	-6	8%
CC(C)Oc1ccc(CNC(=O)c2ccc3c(c2)nc2n3CCCCC2)cc1	-8%	-19	8%
Cc1ccc(NC(=O)CN(C)S(=O)(=O)c2ccc3c(c2)CCC(=O)N3)c(C)c1	0%	0	?
CC(C)(C)OC(=O)N1CCC(c2c(C(=O)NCCN3CCOCC3)cnn2-c2ccc(F)cc2)CC1	6%	1	4%
COc1ccc(NC(=O)Cn2c(SCc3cccc(Cl)c3)nc3ccncc32)c(OC)c1OC	-9%	-18	-9%
O=C(NCc1ccccc1)c1cccc(N2CCCS2(=O)=O)c1	2%	-6	-1%
COc1cccc(N2CCN(C(=O)c3ccc(NC(=O)c4nsc5ccccc45)cc3)CC2)c1	-1%	4	15%
Cc1ccc(C(=O)NCCc2ccc(S(N)(=O)=O)cc2)cc1-n1cnc2cccnc21	0%	6	-1%
COc1ccc(OC)c(C2NC(=O)NC(C)=C2C(=O)Nc2ccc(F)cc2)c1 (stereo not given)	16%	-10	1%
Cc1ccccc1C(=O)Oc1cc(-c2ccc3c(c2)OCO3)cc(=O)c2c(C)oc(C)c12	1%	6	-16%
CC(C)c1nn2c(=O)cc(COC(=O)c3ccccc3Cl)nc2s1	-7%	6	-8%
Cc1ccccc1Nc1cc(C(=O)NCCCN2CCN(c3cccc(Cl)c3)CC2)c2ccccc2n1	?	22	0%
Cc1cccc(-n2c(C)nc3cc(C(=O)NC4CCCCCC4)ccc32)c1	-4%	-15	-5%
COC(=O)c1ccc2c(=O)n(CCc3ccc(S(N)(=O)=O)cc3)c(SCC(=O)C(C)(C)C)nc2c1	13%	7	-1%
Cn1c(=O)n(C)c2cc(N3CCOCC3)c(NS(=O)(=O)c3cccc(C#N)c3)cc21	15%	-9	1%
COc1ccc(-c2cc(OC(=O)c3ccc(F)cc3)c3c(C)oc(C)c3c(=O)c2)cc1OC	28%	-3	16%
COCCc1nn2c(=O)cc(COC(=O)c3ccc(Br)cc3)nc2s1	-5%	-13	-2%
CCCn1cc(S(=O)(=O)c2ccccc2)c(=O)c2cc(F)c(N3CCCCCC3)cc21	?	3	?
CCOc1ccc(-n2c(=O)c3c4c(sc3n(CC(=O)NC(C)CC)c2=O)CCCC4)cc1 (stereo not given)	?	-2	2%
CCN(CC)CCCNC(=O)c1cn(C)c2ccc(S(=O)(=O)N3CCOCC3)cc2c1=O	19%	10	11%
COc1ccccc1N1CCN(C(=O)c2cnn(C(C)(C)C)c2C2CCN(C(=O)OC(C)(C)C)CC2)CC1	-15%	-4	0%
COc1ccc2c(c1)Cc1sc(NC(=O)c3cccc(Cl)c3)nc1-2	-1%	9	2%
CCCNC(=O)c1cc2n(n1)CCCN(Cc1ccc(C)cc1)C2=O	-20%	-19	1%
Cc1cccc(N(C)C(=O)CCS(=O)(=O)c2ccc3c(c2)oc(=O)n3C)c1	7%	-4	14%
CCOC(=O)c1ccc(-n2c(CCC(=O)O)ccc2-c2ccccc2)cc1O	20%	6	-4%
CC1CCN(S(=O)(=O)c2ccc3c(c2)N(CC(=O)NCCN(C)C)C(=O)CS3)CC1	?	1	-10%
Cc1cc2c(cc1S(=O)(=O)Nc1cccc(C#N)c1)OCC(=O)N2	8%	5	1%
O=C(CSc1nc2ccccc2n1CC(=O)Nc1ccc(F)cc1F)Nc1ccc(F)cc1	-23%	2	-7%
COc1cc(OC)c(NC(=O)c2cnn(-c3cccc(Cl)c3C)c2C2CCN(C(=O)OC(C)(C)C)CC2)cc1Cl	?	-3	-2%

Following part:
molecule	KB-V1 MDR tox	D3 ag	KB-3-1 tox
COc1cc(C(=O)N2CC(=O)Nc3ccc(C)cc3C2c2ccc(F)cc2)cc(OC)c1OC (stereo not given)	-1%	-22	-1%
CN(C)c1ccc(C(CNS(=O)(=O)c2ccc(Cl)cc2)N2CCCC2)cc1 (stereo not given)	6%	-19	3%
Cc1ccc(C)c(NC(=O)CC2NCCNC2=O)c1 (stereo not given)	20%	-9	?
CCc1ccc(CNC(=O)Cn2ccc3cc(S(=O)(=O)N4CCCCCC4)ccc32)cc1	-14%	1	-1%
Cc1ccc(Cl)cc1NC(=O)C(C)n1nnc2sc(-c3ccccc3)cc2c1=O (stereo not given)	-13%	7	-2%
CCn1c(SCC(=O)Nc2c(C)cccc2C)nnc1-c1nonc1NC(C)=O	-2%	-2	1%
COc1ccc(-c2[nH]c(-c3ccc(Cl)cc3)nc2SCC(=O)NCC2CCCO2)cc1 (stereo not given)	-15%	-17	-16%
CCOC(=O)C1CCN(C(=O)CSc2n[nH]c(-c3ccccc3)n2)CC1	1%	0	17%
CCN(CC)c1ccc(NC(=O)Cn2nc(C)n3cccc3c2=O)c(C)c1	1%	-11	0%
CCOC(=O)C1CCN(C(=O)CN2c3ccc(C(C)C)cc3-c3ccccc3S2(=O)=O)CC1	0%	8	-1%
COc1ccc(S(=O)(=O)NCc2cccn2Cc2cccc(C)c2)cc1Cl	?	-14	?
CCCCOc1ccc(C2C(C(=O)Nc3ccccc3OC)=C(C)Nc3nnnn32)cc1OC (stereo not given)	-3%	1	-16%
CCOc1ccc(NC(=O)N2CCC(N3CCCCC3)CC2)cc1	10%	-5	7%
CCOC(=O)c1c(NC(=O)c2nc(SCC)ncc2Cl)sc(C(C)=O)c1C	8%	-10	3%
COc1cc(C)ccc1OCCSc1nc2ccc(NC(=O)c3ccc4c(c3)OCO4)cc2s1	3%	2	1%
COc1ccc(NC(=O)C(NC(=O)/C=C\c2ccc3c(c2)OCO3)c2ccc(OC)cc2)cc1 (stereo not given)	17%	-17	-4%
N#Cc1c(-n2ncnc2-c2cccc(Br)c2)sc2c1CCCCC2	8%	0	?
COc1ccc(C)cc1NC(=O)c1nnn(Cc2cccc(Br)c2)c1N	5%	-9	?
CCOC(=O)c1ccc(NC(=O)c2oc3ccc4c(c3c2C)C(=O)CC(C)(CC)O4)cc1 (stereo not given)	21%	3	6%
COc1ccccc1Nc1ncc2c(n1)CCN(Cc1ccc(C)s1)C2	-13%	-10	8%
COc1ccccc1N1CCN(C(=O)Cn2c(=O)n3nc(-c4ccc(C)cc4)nc3c3ccccc32)CC1	12%	-6	3%

Assay outcomes (PubChem BioAssay)
